# Compound activity deposited in PubChem by The Scripps Research Institute Molecular Screening Center.
# LEDGF integ inh: blocks HIV-1 LEDGF/p75-dependent DNA integration; TR-FRET IN-LEDGF/p75 DNA integration, Eu/Cy5; inhibition, % at 3.7 µM; 0.64% of 370,000 active; AID 743269;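 active means inhibition above the screen-wide mean plus 3 SD, cut at about 13% in these data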;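 further: signal is the Cy5 over europium emission ratio at 671 and 618 nm; 0% = plate median of compound wells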
# PRMT1 inh: blocks human protein arginine methyltransferase 1 | Q99873 | recombinant PRMT1, activity-based probe fluorescence polarization | inhibition, % at 2.79 µM | 1.3% of 370,000 active | AID 652257;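 active means inhibition above about 21% made by adding two undisclosed values, limit read from the data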
# SIAE inh: inhibitors of human sialic acid acetylesterase SIAE; SIAE FP-Rh probe binding, fluorescence polarization; inhibition, % at 9.66 µM; 0.69% of 370,000 active;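 active means inhibition above a cutoff: mean of compounds within the control limits plus 3 SD of those, cut at about 17% in these data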;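 further: 0% = plate median of compound wells and 100% = probe without SIAE protein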
# PG9 Ab binder: small molecules binding HIV-1 gp120 antibody PG9. TR-FRET gp120-PG9 antibody binding. 0.43% of 360,000 active. inhibition, % at 6.7 µM; in the data active means inhibition above about 8.5%
# TCR CD3 inh: human TCR-CD3 binding inhibition. TAMRA-labeled TCR probe fluorescence, biochemical. inhibition, % at 9.4 µM. 0.37% of 360,000 active; in the data active means inhibition above about 19%;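 further: recombinant mutant TCR 2C K166C tagged with TAMRA read by polarization; 0% = receptor in buffer alone and 100% = receptor with positive control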
# TDP2 absorb: blocks human TDP2 phosphodiesterase activity | AID 720702 | recombinant TDP2, T5PNP hydrolysis, p-nitrophenol absorbance 415 nm | O95551 | inhibition, % at 12.8 µM | 0.34% of 370,000 active;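 active means inhibition above the mean of all tested compounds plus 3 SD, set per campaign, cut at about 25% in these data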;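 further: 0% = DMSO with enzyme and 100% = buffer with substrate but no TDP2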
#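 Evaluation: % inhibition relative to enzyme-containing and enzyme-free wells. Material: recombinant human TDP2. Benchmarks: enzyme-free and DMSO wells. Timing: enzyme reaction with compound for 2 h at 37 °C. Compound dosing: 12.8 µM only. Measured by: p-Nitrophenol epi absorbance. Reagent: T5PNP substrate at 5 mM, a TopII-DNA adduct mimic. Replication: single well per compound.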
# ABHD4 inh: inhibitors of mouse ABHD4; inhibition, % at 8.92 µM; 0.54% of 370,000 active; purified mABHD4, FP-Rh probe fluorescence polarization; Q8VD66; AID 720543;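 active means inhibition exceeding the mean over every tested compound plus 3 SD, cut at about 30% in these data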;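 further: 0% = plate median of compound wells and 100% = S159A mutant with DMSO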
# Target sequence (Q8VD66 whole entry, looked up): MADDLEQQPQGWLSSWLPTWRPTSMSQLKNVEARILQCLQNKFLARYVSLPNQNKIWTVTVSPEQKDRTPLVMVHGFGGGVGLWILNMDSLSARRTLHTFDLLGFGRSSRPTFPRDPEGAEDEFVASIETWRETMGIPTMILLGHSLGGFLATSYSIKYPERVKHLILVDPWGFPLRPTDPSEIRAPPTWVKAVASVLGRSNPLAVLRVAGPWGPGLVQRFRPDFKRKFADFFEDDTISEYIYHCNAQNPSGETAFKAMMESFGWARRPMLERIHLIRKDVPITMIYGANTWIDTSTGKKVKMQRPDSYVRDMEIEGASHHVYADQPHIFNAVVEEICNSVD
#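 Assay system: mouse ABHD4 enzyme, wild type / Also added: fluorescent activity-based probe FP-Rh / Doses: single nominal dose of 8.92 µM, 0.89% DMSO final / Timing: 45 min compound pre-incubation plus 60 min probe step, 25 °C / Signal: FP readout, ex 525 nm / em 598 nm / Control set: S159A mutant/DMSO as 100%, compound-well median as 0%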
# UHRF1 binding: human UHRF1 methylated DNA binding inhibitors; Q96T88; UHRF1 binding to methylated oligo, TR-FRET; inhibition, % at 4.4 µM; 0.75% of 370,000 active; in the data active means inhibition above about 21%;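 further: UHRF1 SRA domain binding a hemimethylated CpG hairpin DNA probe; 0% = median of test compound wells and 100% = reference inhibitor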
# Target sequence (Q96T88 whole entry, looked up, the tested form may be a part): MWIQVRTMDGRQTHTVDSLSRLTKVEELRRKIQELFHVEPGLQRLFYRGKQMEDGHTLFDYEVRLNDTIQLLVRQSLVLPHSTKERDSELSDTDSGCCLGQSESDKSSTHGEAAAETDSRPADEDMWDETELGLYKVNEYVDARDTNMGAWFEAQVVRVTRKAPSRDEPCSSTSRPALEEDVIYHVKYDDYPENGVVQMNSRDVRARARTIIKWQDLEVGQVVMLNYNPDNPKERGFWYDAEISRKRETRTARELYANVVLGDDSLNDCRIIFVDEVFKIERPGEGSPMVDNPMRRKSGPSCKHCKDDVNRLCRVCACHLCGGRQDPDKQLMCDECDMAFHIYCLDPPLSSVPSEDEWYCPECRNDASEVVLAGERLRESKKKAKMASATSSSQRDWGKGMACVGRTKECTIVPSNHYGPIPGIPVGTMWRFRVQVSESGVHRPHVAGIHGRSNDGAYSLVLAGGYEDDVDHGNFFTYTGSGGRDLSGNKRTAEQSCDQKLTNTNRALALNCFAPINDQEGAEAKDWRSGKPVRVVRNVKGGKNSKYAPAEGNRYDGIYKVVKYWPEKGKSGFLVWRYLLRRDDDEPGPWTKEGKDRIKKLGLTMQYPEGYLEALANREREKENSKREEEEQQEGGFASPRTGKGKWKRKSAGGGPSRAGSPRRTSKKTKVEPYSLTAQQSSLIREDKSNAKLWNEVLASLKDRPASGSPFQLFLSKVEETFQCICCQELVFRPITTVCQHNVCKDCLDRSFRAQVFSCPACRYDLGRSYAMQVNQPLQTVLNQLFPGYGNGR
# HTRA1 inhibitor: HTRA1 (human) protease inhibition. Q92743. recombinant HTRA1, FP-rhodamine activity-based probe, fluorescence polarization. inhibition, % at 5.96 µM. 0.5% of 340,000 active. AID 504803; in the data active means inhibition above about 36%;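 further: 0% = enzyme with DMSO and 100% = wells lacking enzyme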
# DDE Tn7 FP inh: disrupts Tn7 cyclic peptide binding to fibrin D-Dimer-E complex | P02675 | 0.13% of 370,000 active | inhibition, % at 8.3 µM | FP displacement of FITC-Tn7 peptide from fibrin DD(E); 0% = median of compound wells per plate;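 active means inhibition above the mean of compounds falling within the control limits plus 3 SD of them, cut at about 14% in these data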;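 further: 0% = plate median of compound wells and 100% = 10 µM Aha-Tn7 peptide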
#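 Assay system: Fibrin-DD(E) protein isolated from polymerized human fibrin clots; read-out basis: percent inhibition; medium: Tris/NaCl/CaCl2 buffer, pH 7.8; signal: FP measurement; incubation: 10 min plus 3 h, room temperature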
# Starred values were filed as active, the others as inactive; · = not tested or not shown.
SMILES,LEDGF integ inh,PRMT1 inh,SIAE inh,PG9 Ab binder,TCR CD3 inh,TDP2 absorb,ABHD4 inh,UHRF1 binding,HTRA1 inhibitor,DDE Tn7 FP inh
CCC(=O)Nc1ccc(NC(=O)c2cccc3c(Br)cccc23)cc1,-4.8,1.2,-2.5,-6.2,-6.2,9.3,11.5,1.0,-4.5,2.1
CCC(C(N)=NCCc1ccc(OC)c(OC)c1)c1ccccc1 (centres undefined),-4.8,8.2,2.4,-0.4,-7.7,-3.5,0.7,0.3,3.2,-2.0
Cc1cc(N2CCCCCC2)n2nc(C)c(-c3ccccc3)c2n1,0.8,-7.0,11.1,-1.1,0.0,0.3,-2.1,0.0,-1.4,2.2
CN(C(=O)c1cccc(NC(=O)Cc2cccc(NC(=O)C3CCCN(C(=O)c4ccccc4)C3)c2)c1)C1CCC1 (centres undefined),1.9,1.3,-3.6,-1.8,-5.4,-1.3,3.3,0.3,-5.0,-3.3
O=C(CN1C(=O)/C(=C\c2ccccc2Cl)Sc2ccccc21)NCCCN1CCOCC1,1.0,-3.9,-3.8,-1.5,-3.0,2.8,-1.4,0.8,-4.7,-4.0
O=C(Nc1cccnc1)Nc1ccc2c(c1)OCO2,-1.0,2.7,-5.6,-1.0,-2.0,-3.6,5.0,2.1,8.9,3.0
O=C(N/N=C/C1=Cc2ccccc2OC1)c1ccncc1,-1.5,-2.1,2.3,-4.3,-1.5,17.1,-1.1,-2.8,·,5.4
COc1cc2c(cc1OC)C(c1ccc(C(F)(F)F)cc1)CC(=O)N2 (centres undefined),0.0,0.8,-1.1,-1.7,3.9,8.1,-4.2,-0.6,11.3,2.2
Cc1sc2nc(COC(=O)CNC(=O)c3cc(F)ccc3F)[nH]c(=O)c2c1C,1.8,2.7,1.7,·,·,2.1,0.3,1.2,·,-8.5
O=C(O)c1ccc(CP(=O)(c2ccccc2)c2ccccc2)cc1,-1.9,-1.4,-2.0,0.6,5.1,0.8,5.7,-1.5,2.1,-3.8
CC(C)(C)NS(=O)(=O)c1ccc(NC(=O)C2CC(=O)N(CCc3ccc(F)cc3)C2)cc1 (centres undefined),2.3,13.6,-14.2,0.1,-4.1,4.8,2.2,3.5,-30.5,3.2
COc1ccc(CCN2C(=O)CC(N3CCC(C(N)=O)CC3)C2=O)cc1OC (centres undefined),-0.1,39.3*,0.8,-1.0,6.1,-1.3,6.0,0.1,-0.5,-1.0
O=C(CSc1nnc2ccccn12)NC(=O)NC1CCCCC1,0.1,0.8,0.3,-0.4,-3.1,-4.0,2.9,3.1,1.1,-0.4
COC(=O)c1cc(=O)n(Cc2ccc(F)cc2)c(=NCc2ccc(F)cc2)s1,-3.6,0.3,-0.1,-0.1,3.8,-10.4,4.5,2.6,0.1,2.4
O=C(Nc1cccc(-c2nc3ccccc3[nH]2)c1)c1ccco1,0.0,3.1,-24.7,-2.8,8.0,3.8,-24.0,-0.2,-26.1,-7.2
CC(C(O)C12CC3CC(CC(C3)C1)C2)N1CCCCC1 (centres undefined),-4.7,3.1,-3.1,-1.6,-9.7,-0.2,5.2,3.1,-6.7,9.2
O=C(CSc1nc2ccccc2[nH]1)Nc1nc(-c2ccc(Br)cc2)cs1,4.9,1.5,-17.4,-2.0,7.4,2.0,-37.0,3.9,-49.7,-1.2
CSc1ccc(C(=O)C2CCCN(C(=O)c3csc(C(C)=O)c3)C2)cc1 (centres undefined),3.4,-3.0,-4.1,0.8,3.5,-12.0,-6.4,2.4,1.4,-2.3
CCN(CC(=O)NCc1ccc(Cl)cc1)C(=O)CCc1ccccc1O,-1.7,-0.3,0.7,-0.1,-6.9,5.6,-7.0,-1.2,-2.2,6.9
CC(=O)NCc1nc2ccccc2n1C(C)C,1.1,-4.0,12.4,-0.5,0.9,0.0,3.0,-2.5,8.6,-4.5
COc1ccc(CNC(=O)COC(=O)Cc2ccsc2)cc1,0.5,1.4,0.5,-0.9,-1.1,-4.0,0.4,5.6,-0.4,3.1
CC(C)(C)c1ccc(C(=O)C=[N+]=[N-])cc1,-3.6,-1.2,0.4,-2.9,6.3,-6.0,2.7,-1.2,8.1,-8.3
CC(C)CN1CCN(Cc2cc3ccccc3[nH]2)CC1CCO (centres undefined),5.8,0.8,2.6,-1.0,3.2,12.0,3.8,-1.1,10.7,-3.6
N#Cc1c2ccc(O)cc2n2ccccc12,-1.1,3.7,12.0,-10.9,8.0,8.7,7.5,-5.1,9.4,8.0
N/C(=N/O)c1ccccc1N1CCC(Cc2ccccc2)CC1,-1.6,-1.4,6.7,0.0,-13.6,-14.6,-3.7,0.3,3.5,-4.4
COc1cc(C(=O)OCCCN2CCOCC2)ccc1O,-5.2,-0.7,8.8,0.3,1.4,-2.5,-2.4,0.5,1.5,2.6
C=CCOC(=O)C1=C(C)NC(SCC(=O)Nc2ccc(C)c(Cl)c2)=C(C#N)C1c1ccco1 (centres undefined),3.9,1.3,-10.9,1.0,5.5,0.9,1.6,-1.0,-17.3,10.6
O=C(CN1CCN(Cc2ccc(Cl)cc2)C1=O)NCCCN1CCOCC1,3.0,-4.5,-5.5,0.5,2.0,-7.3,0.3,2.9,9.5,6.2
Cc1ccc(OCCCC(=O)Nc2ccc(S(=O)(=O)Nc3ccccn3)cc2)cc1,-3.1,-1.2,1.2,-0.5,-3.7,-0.6,-0.6,3.3,6.0,0.8
Cc1cc(C)n2nc(S(=O)(=O)Nc3c(Cl)cccc3Cl)nc2n1,-0.9,-5.4,8.7,-0.8,8.7,-5.5,-0.9,2.3,-0.7,0.6
COc1ccccc1CN(Cc1cc2cc(C)ccc2[nH]c1=O)Cc1nnnn1Cc1ccco1,5.7,8.8,-4.5,0.2,-2.8,-3.5,-4.7,-0.9,-39.0,-9.4
COc1cc(-c2[nH]nc3c2C(c2ccoc2)C(C#N)=C(N)O3)cc(OC)c1OC (centres undefined),2.6,0.6,-1.0,-0.5,1.7,22.9,4.1,-6.5,3.8,-2.6
O=C(Cn1cnc2cc([N+](=O)[O-])ccc2c1=O)NCc1ccc(Cl)cc1,0.5,-4.6,-1.3,-1.8,6.3,7.0,4.4,-2.2,-6.9,-2.7
O=C(CSc1nnc(COc2ccccc2)n1Cc1ccco1)Nc1ccc(OCc2ccccc2)cc1,1.3,11.1,-3.8,·,·,-0.2,1.9,1.0,·,-7.5
CN(C)c1ccc(/C=C2\C(=N)N3N=C(CC(=O)N4CCCCC4)SC3=NC2=O)cc1,-0.3,-11.2,-8.6,-3.4,0.8,4.8,5.0,-2.5,5.5,-5.5
COc1ccccc1Nc1nc2nonc2[nH]c1=O,-3.7,1.6,-11.2,-3.0,-0.5,-1.7,0.6,0.3,1.4,-1.1
O=C(COC(=O)COc1ccc(Cl)cc1Cl)Nc1cccnc1Cl,-2.6,3.3,-0.6,-0.8,3.4,6.8,5.7,0.2,-3.1,2.2
CC(C)c1onc(C(=O)N2CCN(c3ccccc3)CC2)c1[N+](=O)[O-],3.1,-0.4,2.1,1.9,-1.8,11.6,-3.5,4.1,1.6,-1.7
COc1ccc(NC(=O)CSc2nnc(-c3ccncc3)n2CC2CCCO2)c(OC)c1 (centres undefined),-0.1,-2.7,-6.0,0.8,4.4,-12.6,-0.1,1.6,-1.0,-6.2
O=C(Cc1cccc(NC(=O)C2CCCN(C(=O)CCc3ccccc3)C2)c1)Nc1ccc(C(=O)N2CCOCC2)cc1 (centres undefined),4.4,-3.2,-4.6,-0.1,-12.1,-12.6,-5.3,3.1,-3.5,5.2
CCOc1ccc(C(C)=O)cc1CSc1nnc(-c2cccs2)n1CC1CCCO1 (centres undefined),1.6,0.1,3.9,-1.0,0.1,8.3,-0.2,0.2,-9.0,-4.9
O=C(COc1ccc(CO)cc1)Nc1ccc(F)cc1,-4.6,-1.2,0.1,-2.7,6.2,2.1,0.8,-0.2,-1.2,6.2
Cc1ccc(S(=O)(=O)NN2C(=O)/C(=C/c3cccc(F)c3)SC2=S)cc1,-2.6,10.2,-10.4,-1.3,-9.9,5.4,5.0,0.1,-13.3,7.9
CN(Cc1ccccc1)S(=O)(=O)c1ccc(NS(=O)(=O)Cc2ccccc2)cc1,0.3,-3.2,0.5,-1.5,3.4,-0.6,-16.9,-2.9,-19.6,-3.2
COc1ccc(OC)c(S(=O)(=O)N2CCN(c3ccc(F)cc3)CC2)c1,-3.0,1.6,-1.8,-1.2,-8.7,-1.6,3.6,0.4,-14.2,-9.2
COc1ccc(/C=C\C(=O)c2c(O)ccc3c(C)cc(=O)oc23)cc1OC,3.0,3.4,-2.2,1.0,-3.2,7.9,-2.9,-1.6,1.8,-0.7
CCCC(c1nnnn1Cc1ccco1)N1CCN(c2cc(Cl)ccc2C)CC1 (centres undefined),0.1,-0.3,5.5,-1.3,-6.0,0.9,-13.1,0.3,-27.2,-0.2
Cc1ccc(C(C)C)c2oc(=O)cc(-c3ccc(-c4ccc(C(F)(F)F)cc4)cc3)c12,1.5,-5.4,1.8,-1.1,-3.4,-10.0,1.0,2.5,3.2,0.7
O=S(=O)(NC(=NCc1ccccc1)c1ccccc1F)c1ccccc1,-3.5,2.0,4.0,1.1,-10.0,-3.7,-0.4,7.4,-2.0,7.5
CC(C)NC(=O)NC(=O)COC(=O)c1ccccc1Oc1ccccc1,-3.1,1.3,-6.2,2.3,-5.6,-3.7,-11.0,6.5,-2.4,-0.1
CCCNc1nc2c(c(=O)n(C)c(=O)n2C)n1CCc1ccccc1,-1.1,-3.6,6.3,-1.0,2.5,-4.0,-0.5,-0.2,1.1,2.5
CN(Cc1nccs1)C(=O)c1ccc2nc(Cc3ccccc3F)oc2c1,-2.8,1.2,-0.7,1.6,1.4,7.2,-1.8,-0.7,3.6,2.8
CCc1nnc(NC(=O)CCC(=O)Nc2ccc(Cl)cc2)s1,0.7,1.1,0.7,-1.5,3.7,12.0,0.5,1.7,4.1,9.0
CCOC(=O)N1CCC(NS(=O)(=O)c2ccc3c(c2)oc(=O)n3C)CC1,0.1,-4.6,-6.9,-3.1,-2.6,-11.4,-8.9,0.5,-2.1,0.4

# Three entries from above, with bars between the fields:
SMILES | LEDGF integ inh | PRMT1 inh | SIAE inh | PG9 Ab binder | TCR CD3 inh | TDP2 absorb | ABHD4 inh | UHRF1 binding | HTRA1 inhibitor | DDE Tn7 FP inh
O=C(COc1ccc(CO)cc1)Nc1ccc(F)cc1 | -4.6 | -1.2 | 0.1 | -2.7 | 6.2 | 2.1 | 0.8 | -0.2 | -1.2 | 6.2
Cc1ccc(S(=O)(=O)NN2C(=O)/C(=C/c3cccc(F)c3)SC2=S)cc1 | -2.6 | 10.2 | -10.4 | -1.3 | -9.9 | 5.4 | 5.0 | 0.1 | -13.3 | 7.9
CN(Cc1ccccc1)S(=O)(=O)c1ccc(NS(=O)(=O)Cc2ccccc2)cc1 | 0.3 | -3.2 | 0.5 | -1.5 | 3.4 | -0.6 | -16.9 | -2.9 | -19.6 | -3.2
